# POLB inh – qHTS Assay for Inhibitors of DNA Polymerase Beta; P06746; Pol beta primer extension/strand displacement, fluorescence kinetic; Potency, µM (highest dose often 114 µM), inactives show at the highest dose activity change, negative = inhibition, actives largely listed as inhibitors; 340,000 compounds, 1.3% hits; AID 485314, 2010; note: % is set by controls: 0 for no effect and ±100 for the full control effect
#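 Pol beta (10 nM) was preincubated with compound for 15 min at room temperature. The reaction was then started with 50 nM substrate and read immediately and after a further 10 min at room temperature.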
# JMJD2A Tudor inh – qHTS Assay for Inhibitors of JMJD2A-Tudor Domain | AlphaScreen JMJD2A-Tudor / H3K4me3 peptide binding | Potency, µM (doses to about 114 µM), for the others: top-dose activity change, negative = inhibition, most hits filed as inhibitors | 390,000 compounds, 4.4% hits | AID 504339, 2011; note: % is set by controls: 0 for no effect and ±100 for the full control effect; nearly all actives have a fitted effect of over 50% in size
# BAZ2B inh – qHTS Assay for Inhibitors of BAZ2B; AlphaScreen BAZ2B-H3K14Ac peptide displacement; AID 504333, 2011; Bromodomain adjacent to zinc finger domain protein 2B (Homo sapiens), Q9UIF8; 360,000 compounds, 4.4% hits; Potency, µM (doses to about 114 µM), inactives show at the highest dose activity change, negative = inhibition, actives largely listed as inhibitors; note: % is set by controls: 0 for no effect and ±100 for the full control effect; nearly all actives have a fitted effect of over 60% in size
#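 BAZ2B 50 nM plus b-H3(5-23)K14Ac 50 nM, PBS pH 7.4/0.01% Tween-20, 30 min RT; compound added (max 110 uM), 30 min RT; streptavidin donor/Ni-chelate acceptor beads 10 ug/mL final, 20 min dark; AlphaScreen read.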
# Pol iota inh – qHTS for Inhibitors of Polymerase Iota; DNA polymerase iota (Homo sapiens), Q9UNA4; Pol iota fluorescent replication assay, 10 min; Potency, µM (doses to about 115 µM), for the others: at the top dose activity, negative = inhibition, actives largely listed as inhibitors; 390,000 compounds, 1% hits
# Target sequence (Q9UNA4 whole entry, looked up): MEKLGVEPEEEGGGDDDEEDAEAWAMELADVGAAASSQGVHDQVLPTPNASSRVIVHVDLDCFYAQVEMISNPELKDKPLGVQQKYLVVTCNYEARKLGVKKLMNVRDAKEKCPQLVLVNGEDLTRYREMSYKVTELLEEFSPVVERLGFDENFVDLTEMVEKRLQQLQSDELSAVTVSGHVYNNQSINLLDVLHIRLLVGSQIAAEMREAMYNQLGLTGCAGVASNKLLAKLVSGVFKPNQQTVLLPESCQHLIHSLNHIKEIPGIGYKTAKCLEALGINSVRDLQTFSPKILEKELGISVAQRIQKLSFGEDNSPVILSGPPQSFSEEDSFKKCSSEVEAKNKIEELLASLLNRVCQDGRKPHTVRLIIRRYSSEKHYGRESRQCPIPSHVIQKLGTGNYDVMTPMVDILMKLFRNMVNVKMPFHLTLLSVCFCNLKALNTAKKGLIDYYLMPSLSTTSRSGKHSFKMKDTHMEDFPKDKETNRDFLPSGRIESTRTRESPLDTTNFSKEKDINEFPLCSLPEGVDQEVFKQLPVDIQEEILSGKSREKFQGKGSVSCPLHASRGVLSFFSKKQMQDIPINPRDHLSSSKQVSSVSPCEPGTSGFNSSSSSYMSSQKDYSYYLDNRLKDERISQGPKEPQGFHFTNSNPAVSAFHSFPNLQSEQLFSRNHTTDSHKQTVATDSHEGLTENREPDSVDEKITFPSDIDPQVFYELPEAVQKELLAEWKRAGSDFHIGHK
#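 Fluorescent replication assay read twice, at 0 min and 10 min after adding 50 nM (final) substrate. Enzyme (10 nM) and compounds were first incubated 15 min at room temperature; enzyme-free buffer wells were negative controls.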
# G9a block – qHTS Assay for Inhibitors of Histone Lysine Methyltransferase G9a. Histone-lysine N-methyltransferase EHMT2 (Homo sapiens), Q96KQ7. G9a H3K9 monomethylation, AlphaScreen, 2 h. Potency, µM (titrated, usually from 102 µM), for inactives: at the top dose activity, negative = inhibition, hits mostly inhibitors. 350,000 compounds, 8.8% hits. AID 504332, 2011; note: % is set by controls: 0 for no effect and ±100 for the full control effect; nearly all actives have a fitted effect of over 75% in size
#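 Quantitative HTS format: methyltransferase activity on a biotin-tagged H3K9 peptide is measured by AlphaScreen, using a rabbit anti-monomethyl-H3K9 antibody with streptavidin donor and anti-IgG acceptor beads. Final levels are 20 nM enzyme, 500 nM peptide, 20 uM SAM; 2 h RT.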
# Pol kappa inh – qHTS for Inhibitors of Polymerase Kappa | purified Pol kappa, fluorescent DNA synthesis assay, 10 min | Potency, µM (highest dose often 107 µM), for inactives: at the highest dose activity, negative = inhibition, actives largely listed as inhibitors | 400,000 compounds, 0.53% hits | AID 588579, 2011; note: % is set by controls: 0 for no effect and ±100 for the full control effect
#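 50 nM final substrate added after 15 min RT preincubation of 10 nM Pol kappa with compound; fluorescence read at 0 and 10 min.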
# Pol eta inh – qHTS for Inhibitors of Polymerase Eta; recombinant Pol eta, fluorescent DNA replication assay; Potency, µM (top dose mostly 114 µM), without a hit: top-dose activity change, negative = inhibition, actives largely listed as inhibitors; 390,000 compounds, 1.2% hits; AID 588591, 2011; note: % is set by controls: 0 for no effect and ±100 for the full control effect
#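 Pol eta at 10 nM preincubated with compounds 15 min at room temperature; reaction started with fluorescent substrate (50 nM final) and read kinetically at 0 and 10 min.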
# BLM helicase inh – qHTS Assay for Inhibitors of Bloom's syndrome helicase (BLM); Potency, µM (top dose mostly 56.1 µM), without a hit: at the top dose activity change, negative = inhibition, usual class: inhibitors; 350,000 compounds, 0.2% hits; RecQ-like DNA helicase BLM (Homo sapiens), P54132; AID 2528, 2010; recombinant BLM DNA unwinding, fluorescence dequenching;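 note: plate controls were vehicle for no effect and no enzyme for full effect; nearly all actives have a fitted effect of over 35% in size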
# APEX1 inh – qHTS Assay for Inhibitors of the Human Apurinic/apyrimidinic Endonuclease 1 (APE1); recombinant APE1, TAMRA/BHQ-2 abasic DNA cleavage fluorescence; DNA repair nuclease/redox regulator APEX1 (Homo sapiens), P27695; Potency, µM (doses to about 65.8 µM), without a hit: at the highest dose activity change, negative = inhibition, actives largely listed as inhibitors; 350,000 compounds, 0.35% hits;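 note: plate controls were vehicle for no effect and reference inhibitor for full effect; nearly all actives have a fitted effect of over 55% in size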
# Target sequence (P27695 whole entry, looked up): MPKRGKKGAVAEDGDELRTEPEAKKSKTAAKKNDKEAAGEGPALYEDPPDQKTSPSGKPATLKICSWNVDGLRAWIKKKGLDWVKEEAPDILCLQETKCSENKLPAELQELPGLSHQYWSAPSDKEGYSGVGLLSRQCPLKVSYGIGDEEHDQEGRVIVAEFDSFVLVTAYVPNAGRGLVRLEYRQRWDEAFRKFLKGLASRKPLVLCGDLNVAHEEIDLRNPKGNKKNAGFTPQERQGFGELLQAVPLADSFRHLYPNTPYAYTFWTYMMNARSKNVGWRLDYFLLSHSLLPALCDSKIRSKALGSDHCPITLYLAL
#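 0.75 nM APE1 + cpd, 15 min RT; start w/ 50 nM TAMRA/BHQ-2 THF-abasic dsDNA; kinetic fluor 525/598 nm ×3 reads @60 s; Δ(read3−read1); normalized to DMSO and NSC13755 control wells.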
# Active calls of the source: *; ? = inconclusive; . = no result given; & = joins results of further samples; [ ] = dose if it differs, or a comment. Calls come from the whole dose curve; as a rule, active = well fitted curve in the direction sought with a large enough effect; inconclusive = small, poorly fitted or top-dose-only effect, or another doubt; inactive = no such curve, though single readings can be large; an effect the other way counts as inactive or inconclusive. Potency is the fitted concentration of half-maximal effect. A portion of the library. The share of hits here may be higher or lower than overall.
Molecule	POLB inh	JMJD2A Tudor inh	BAZ2B inh	Pol iota inh	G9a block	Pol kappa inh	Pol eta inh	BLM helicase inh	APEX1 inh
CSc1ccc(NC(=O)N2CCN(c3nc4ccccc4s3)CC2)cc1	-19.3%	-14.9%	-14.4%	1.9%	-3.2%[59 µM]	1.2%	-6.7%	-3.2%	1.2%
COc1cccc(CNS(=O)(=O)c2ccc3c(c2)CCN3C(=O)C2CCC2)c1	3.6%	-11.7%	.	8.8%	-8.5%[59 µM]	-9.1%	-16.4%	-0.3%	.
O=C(CN1CCN(c2ccccc2O)CC1)NNC(=O)c1ccc(Cl)cc1	-0.2%	-1.1%	-5.2%	?	12.0%[59 µM]	-5.0%	-12.3%	-1.9%	-1.1%
Clc1ccccc1COc1ccccc1-c1nnco1	0.5%	3.1%	-2.4%	29.4%	8.0%[59 µM]	-6.6%	-6.2%	0.8%	-3.7%
Cc1cc(C)c(C#N)c(SCC(=O)C2CC2)n1	-26.0%	-5.1%	8.9%	6.6%	.	1.2%	-5.6%	-6.7%	0.5%
COc1cccc(CC(=O)OCC(=O)c2cc(OC)ccc2OC)c1	.	35.6%	40.6%[activator]	-1.6%	2.8%[12.7 µM]	-0.6%	-15.5%	.	15.1%
Cc1ccc(C(=O)COC(=O)c2ccccc2NC(=O)c2ccccc2)cc1[N+](=O)[O-]	-0.8%	-6.8%	2.5%	11.4%	11.0%[59 µM]	-12.4%	-22.9%	-4.3%	0.3%
Cc1ccc2oc(=O)n(CC(=O)OC(C)C)c2c1	-13.1%	18.0%	4.1%	3.9%	15.5%[59 µM]	-3.4%	-13.7%	3.3%	?
COc1cccc(OC(=O)CSc2nnc(-c3ccccc3OC)o2)c1	4.6%	-13.6%	-26.6%	20.0%	-8.0%[59 µM]	-21.8%	-26.9%	-1.3%	.
CC(C)Nc1nc(NC(C)C)nc(N(C)C#N)n1	18.7%	-17.7%	0.4%	2.7%	-23.3%[59 µM]	-6.0%	-4.1%	-2.6%	13.8%
CCc1ccccc1Nc1nn2c(=O)c3ccc(C(=O)Nc4ccc(OC)cc4)cc3nc2s1	-28.9%	-13.1%	-8.3%	-5.8%	-2.9%[59 µM]	-19.9%	1.3%	-5.3%	.
CC1(C)O[C@@H]2C[C@H]3[C@@H]4C[C@H](F)C5=CC(=O)C=C[C@]5(C)[C@H]4[C@@H](O)C[C@]3(C)[C@]2(C(=O)CO)O1	.	-13.7%	-3.2%	-25.0%	-1.0%[59 µM]	-20.6%	0.4%	.	-11.2%

# Brought forward from above: 4 compounds, followed by the next part.
Molecule	POLB inh	JMJD2A Tudor inh	BAZ2B inh	Pol iota inh	G9a block	Pol kappa inh	Pol eta inh	BLM helicase inh	APEX1 inh
COc1cccc(OC(=O)CSc2nnc(-c3ccccc3OC)o2)c1	4.6%	-13.6%	-26.6%	20.0%	-8.0%[59 µM]	-21.8%	-26.9%	-1.3%	.
CC(C)Nc1nc(NC(C)C)nc(N(C)C#N)n1	18.7%	-17.7%	0.4%	2.7%	-23.3%[59 µM]	-6.0%	-4.1%	-2.6%	13.8%
CCc1ccccc1Nc1nn2c(=O)c3ccc(C(=O)Nc4ccc(OC)cc4)cc3nc2s1	-28.9%	-13.1%	-8.3%	-5.8%	-2.9%[59 µM]	-19.9%	1.3%	-5.3%	.
CC1(C)O[C@@H]2C[C@H]3[C@@H]4C[C@H](F)C5=CC(=O)C=C[C@]5(C)[C@H]4[C@@H](O)C[C@]3(C)[C@]2(C(=O)CO)O1	.	-13.7%	-3.2%	-25.0%	-1.0%[59 µM]	-20.6%	0.4%	.	-11.2%
COc1ccccc1NC(=O)CSc1nnc(CNC(=O)c2ccccc2F)o1	1.5%	-3.8%	-3.3%	37.1%[activator]	2.2%	4.5%	-8.2%	0.4%	48.0%[activator]
O=c1c2cccnc2nc2n1CCCCC2	-0.5%	-4.2%	-4.4%	-5.0%	-1.2%[12.7 µM]	11.9%	-18.9%	-10.3%	3.5%
Cc1cc(N2CCC(C(N)=O)CC2)nc(-c2ccccc2)n1	-0.3%	-4.1%	4.5%	19.7%	-0.5%[59 µM]	-8.0%	-6.3%	0.1%	1.5%
O=C(N1CCOCC1)C(F)(F)C(=O)N1CCOCC1	25.7%	-16.2%	-2.5%	5.6%	-11.3%[2.33 µM]	-6.3%	-0.8%	-1.6%	-3.1%
COc1ccccc1NC(=O)CN(c1ccc(C)cc1)S(=O)(=O)c1c(C)n[nH]c1C	-2.8%	-23.2%	-23.5%	8.6%	5.5%	-20.4%	-11.9%	-2.0%	-10.0%
Cc1ccc(NC(=O)c2cc(S(=O)(=O)N3CCc4ccccc43)cn2C)cc1C	2.7%	?	-27.7%	-23.9%	-3.0%	-11.3%	-15.4%	-7.3%	67.0%[activator]
N#CCCNC(=O)CCN1CCCCC1	-6.5%	-6.8%	-7.0%	17.9%	56.2µM*	-6.8%	-12.2%	-2.1%	1.7%
CC(C)c1ccc(NC(=O)Cn2c3ncccc3c(=O)n2-c2ccccc2)cc1	13.7%	-4.9%	-3.6%	7.9%	7.5%[59 µM]	16.3%	-15.8%	-7.2%	.
Cc1ccc2oc(C(=O)N3CCCCCC3)c(C)c2c1	1.7%	7.1%	54.0%[activator]	22.4%	41.7%	-10.6%	-9.9%	-4.2%	47.1%
COc1cccc(CNC(=O)c2cc3cc(C)ccc3n2C)c1	22.1%	-5.0%	2.2%	26.4%	2.0%[59 µM]	7.2%	-11.2%	1.2%	.
CCCCOc1ccc(C(=O)N/C(=C\c2ccc([N+](=O)[O-])cc2)C(=O)OCc2ccco2)cc1	16.8%	-26.8%	-26.2%	50.4%[activator]	21.1%[59 µM]	-20.5%[60.1 µM]	-4.5%	-2.7%	1.4%
Cc1ccccc1Nc1c(-c2ccc(N3CCOCC3)cc2)nc2ccc(Br)cn12	19.4%	?	?	1.1%	7.08µM*	-3.6%	-16.7%	-10.5%	.
C=CCn1c(SCC(=O)N2CCOCC2)nc2sc3c(c2c1=O)CCCC3	-2.7%	-12.9%	-24.7%	22.2%	1.4%[59 µM]	-9.2%	-7.5%	0.7%	-3.3%
CC(=C1SC(=S)NC1=O)c1ccccc1	.	-33.3%	.	89.1µM*	.	-10.0%	3.5%	.	.
Cc1ccc(S(=O)(=O)N2CCC(C(=O)OC(C)C(=O)NC3CCCCC3C)CC2)cc1C (stereo not given)	.	-7.4%	8.9%	16.5%	5.4%[59 µM]	-15.9%	-4.9%	.	8.0%
N#Cc1c(SCC(N)=O)nsc1SCc1ccccc1Cl	0.7%	15.7%[57.1 µM]	-5.8%	0.4%	8.4%	-11.1%	-8.5%	-1.6%	-5.5%
CCc1nn(CC(=O)NCc2cccc(OC)c2)c(=O)c2cc3cc(F)ccc3n12	0.3%	-9.8%	1.4%	24.9%	?	0.9%	-15.5%	-8.9%	.
CCC(=O)Nc1ccc(-c2nnc(SCC(=O)NCC3CCCO3)n2C)cc1 (stereo not given)	27.2%	-10.4%	2.7%	8.8%&16.6%	8.91µM*	-7.9%&0.7%	-13.3%	-3.4%	2.1%
O=C1/C(=C/c2cccnc2)SC(=S)N1C1CCS(=O)(=O)C1 (stereo not given)	-0.7%	-12.1%	-24.3%	16.7%	?	-1.7%	-2.6%	-0.4%	1.5%
O=C1O[C@@H]([C@H](O)CO)C(O)=C1O	.	-16.5%	.	?	.	-18.4%	-4.4%	.	.
CCOc1cccc(N2C(=O)CC(NNC(=O)c3ccc(Br)o3)C2=O)c1 (stereo not given)	-0.3%	-8.5%	-11.1%	47.1%[activator]	-50.6%	1.6%	-12.1%	-7.5%	0.5%
Cc1cc(=O)oc2cc(OC(=O)c3ccccc3)ccc12	1.8%	-21.1%	-35.4%	3.2%	?	-7.1%	5.4%	-8.6%	-9.0%
O=C(COC(=O)COc1ccccc1[N+](=O)[O-])Nc1ccc(S(=O)(=O)N2CCCCC2)cc1	1.2%	-33.8%	?	-3.2%	-44.5%	-25.5%	-11.3%	-14.2%	-10.2%
CN(C(=O)c1ccc(Oc2ccc([N+](=O)[O-])cc2)cc1)C1CCCCC1	29.2%	-29.6%	-33.1%	-10.2%	-8.5%	-8.8%	-8.6%	-9.5%	3.2%
O=C(OCc1cn(-c2ccc(Cl)c(Cl)c2)nn1)c1ccccc1	32.1%	0.8%	3.4%	-5.8%	-3.7%[59 µM]	-18.4%	-15.1%	-1.3%	0.3%
O=c1[nH]c(=O)n(C2OC(CO)C(O)C2O)cc1Br (stereo not given)	-1.1%	-10.2%	0.5%	17.2%	-1.5%	-19.8%	?	1.5%	65.0%
CC(C)(CO)NC(=O)CCCOc1ccc(Cl)cc1Cl	-11.1%	-5.8%	-1.6%	31.5%[activator]	3.0%[59 µM]	-2.6%	-17.1%	0.3%	0.0%
COc1c(C(=O)Nc2ccccc2N2CCOCC2)cc2ccccc2c1Br	.	0.0%	.	10.2%	.	-6.8%	-5.5%	.	.
CCCC(=O)NC(Nc1c(C)n(C)n(-c2ccccc2)c1=O)C(Cl)(Cl)Cl (stereo not given)	24.4%	-9.5%	-8.1%	7.7%	.	-5.1%	-25.3%	-0.5%	-3.6%
CC[C@H]1C(O)C[C@H]2CCN3C(=O)CCC[C@H]1[C@H]23 (stereo not given in full)	.	-10.3%	.	25.9%	25.5%[135 µM]	-6.6%&-6.1%	-16.4%	0.6%[120 µM]	-1.5%
Cc1c(Cl)cccc1-n1c(SCC(=O)NCc2ccccc2Cl)nnc1-c1ccncc1	0.2%	-13.4%	?	-2.9%	?	-5.9%	-16.7%	7.8%	-10.4%
O=c1[nH]c2ccc(S(=O)(=O)N3CCN(c4ccccc4)CC3)cc2[nH]c1=O	44.7µM*	-7.6%	?	39.8µM*	-8.0%	?	79.4µM*	?	-4.8%
